# Screening results (PubChem BioAssay)
# B2AR arrestin: recruits beta-arrestin to the human beta2-adrenergic receptor; hit rate 0.02% among 330,000; beta-arrestin recruitment to beta2AR, cell-based reporter; Potency, µM (doses to about 46.1 µM), without a hit: top-dose activation, usual class: activators;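 also: potency is read from the fitted curve at half-maximal effect; 0% = DMSO controls and full agonism = EC100 isoproterenol or metaproterenol; nearly all actives have a fitted effect of over 65% in size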
# TSG101-PTAP inh: blocks PTAP/TSG101 interaction to inhibit HIV-1 budding | Q99816 | Fluorescence polarization, FITC-PTAP peptide / Tsg101 binding | Potency, µM (top dose mostly 115 µM), for inactives: at the top dose activity change, negative = inhibition, usual class: inhibitors | 340,000 tested, under 10 active; active = well fitted inhibition curve with a large enough effect in the main read-out, with a control signal flat, not every such curve was filed as active; inconclusive = small, poorly fitted or top-dose-only effect, or effect the other way, or a change in a side signal; inactive = no such curve, though single readings can be large or run the other way; also: potency is read from the fitted curve at half-maximal effect; % of control where 0% means no effect
#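 FP read-out: FITC-PTAP peptide, 50 nM final, binding Tsg101 binding domain, 10 uM final; 20 min, r.t.; 10 mM HEPES pH 7.5, 0.15 M NaCl, 0.01% Tween 20, 3 mM EDTA, 0.1 mM TCEP.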
# TCR activator: T cell receptor activation; primary human leukocytes, anti-CD3, IL-2 HTRF, 48 h; Potency, µM (series often up to 9.22 µM), for the others: top-dose activation of IL-2 secretion, most hits filed as activators; 330,000 tested, under 10 active; AID 504894; also: % of control where 0% means no effect
#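 1) Mix primary human leukocytes, a-CD3 beads and compound. 2) Incubate 48 hr. 3) Add HTRF IL-2 reagents (a-IL-2-K, a-IL-2-d2).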
# TRPV1 agonist: human TRPV1 agonism. Q8NER1. TRPV1-expressing cells, Fluo-8 calcium influx, agonist mode. activation, % at 8.33 µM. hit rate 0.19% among 320,000. AID 540275; in the data active = activation above about 80%; inconclusive = between about 30% and that limit; also: 0% is about no effect
# Target sequence (Q8NER1 whole entry, looked up): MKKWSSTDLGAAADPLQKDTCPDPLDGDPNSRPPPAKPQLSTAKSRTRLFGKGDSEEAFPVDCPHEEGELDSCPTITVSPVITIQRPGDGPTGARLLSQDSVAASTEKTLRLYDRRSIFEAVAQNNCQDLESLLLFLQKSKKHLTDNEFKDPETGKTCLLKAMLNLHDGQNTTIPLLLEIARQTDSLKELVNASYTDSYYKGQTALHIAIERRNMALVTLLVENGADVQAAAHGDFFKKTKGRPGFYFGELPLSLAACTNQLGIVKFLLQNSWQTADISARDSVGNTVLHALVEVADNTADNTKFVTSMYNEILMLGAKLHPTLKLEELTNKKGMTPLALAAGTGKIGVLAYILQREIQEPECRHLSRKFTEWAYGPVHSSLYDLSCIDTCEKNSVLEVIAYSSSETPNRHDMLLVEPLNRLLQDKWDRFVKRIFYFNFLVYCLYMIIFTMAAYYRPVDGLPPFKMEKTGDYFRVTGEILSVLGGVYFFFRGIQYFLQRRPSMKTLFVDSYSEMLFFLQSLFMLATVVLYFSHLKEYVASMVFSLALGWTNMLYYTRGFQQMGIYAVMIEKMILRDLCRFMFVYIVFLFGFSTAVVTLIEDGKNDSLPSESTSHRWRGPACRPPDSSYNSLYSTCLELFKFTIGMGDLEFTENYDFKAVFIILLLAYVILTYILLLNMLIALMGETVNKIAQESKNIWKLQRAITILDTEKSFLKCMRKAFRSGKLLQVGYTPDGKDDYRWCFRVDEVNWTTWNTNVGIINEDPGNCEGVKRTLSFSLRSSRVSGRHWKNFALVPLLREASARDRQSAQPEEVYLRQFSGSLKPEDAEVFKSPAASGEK
#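 TRPV1-expressing cells were cultured overnight at 35.5C and loaded with Fluo-8 calcium dye for 40 to 90 min at room temperature. After a 10 s baseline, compound was added and calcium influx was read kinetically for 3 min (ex 480/em 520 nm).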
# ELG1 DNA repair: blocks ELG1-dependent DNA repair in HEK293T cells. HEK293T ELG1-luciferase reporter, luminescence, 16 h; DNA damage induced by 5-fluorouridine. hit rate 2.3% among 330,000. Potency, µM (titrated, usually from 46.1 µM), for the others: at the highest dose activity change, negative = inhibition, actives largely listed as inhibitors; also: potency is read from the fitted curve at half-maximal effect; % is scaled to controls: 0 for no effect and ±100 for the full control effect; nearly all actives have a fitted effect of over 55% in size
#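 In this reporter screen, reduction of luminescence relative to DMSO vehicle indicated activity. Compounds and 5-fluorouridine were added together to 2,000 cells per well, incubated for 16 hr at 37 °C, then developed with ONE-Glo.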
# CXXC DNA block: MLL CXXC-DNA interaction inhibition; Potency, µM (top dose mostly 115 µM), without a hit: at the highest dose activity change, negative = inhibition, actives largely listed as inhibitors; AID 2662; Q03164; MLL-CXXC / FITC-HOXA9 DNA fluorescence polarization; hit rate 0.037% among 290,000; active = well fitted inhibition curve with a large enough effect in the polarisation, with a control signal flat, not every such curve was filed as active; inconclusive = small, poorly fitted or top-dose-only effect, or effect the other way, or a change in a side signal; inactive = no such curve, though single readings can be large or run the other way; the % refers to the polarisation; also: potency is read from the fitted curve at half-maximal effect
#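 Steps: dispense CXXC domain solution (7 uM) → pin compounds or unlabeled HOX-A9 DNA control → 5 min ambient → add FLSN-HOX-A9 solution (50 nM) → spin → 30 min ambient → fluorescence polarization. Tris pH 7.5/NaCl/DTT/BSA buffer.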
# AT treatment: candidate therapy for ataxia-telangiectasia. […] A-T fibroblasts, KAP-1 phosphorylation AlphaLISA; neocarzinostatin DNA damage 30 min before lysis. AID 485349. hit rate 0.19% among 320,000. Potency, µM (top dose mostly 57.5 µM), inactives show at the highest dose activation, hits mostly activators; also: potency is read from the fitted curve at half-maximal effect; % of control where 0% means no effect; nearly all actives have a fitted effect of over 45% in size
#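 hTERT-immortalized A-T patient fibroblasts ([…]), 500 cells/well in OPTI-MEM, 1% FBS, got compounds for 60 min, then NCS for 30 min at 37C. Lysates were then assayed for phospho-KAP-1 by AlphaLISA (anti-pKAP1 donor, anti-KAP1 acceptor beads), 6 hr at 25C.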
# a7 integrin act: activators of alpha7 integrin expression for muscular dystrophy. alpha7betagal myoblasts, beta-gal FDG fluorescence, 48 h. Potency, µM (top dose mostly 38.3 µM), inactives show top-dose activation, usual class: activators. hit rate 0.064% among 350,000;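 also: potency is read from the fitted curve at half-maximal effect; 100% = response of the positive control SU9516; nearly all actives have a fitted effect of over 60% in size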
#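 alpha7betagal+/- myoblasts (passage 13, 250/well) treated 48 h at 37C with compounds at 1:260 dilution of DMSO stock. Lysed, then beta-galactosidase activity read as FDG fluorescence (ex 480/em 540) after 30 min, with pre-read for autofluorescence.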
# p53 reactivator: mutant p53 re-activation in reporter cells | H1299 p53-A138V BP100-luciferase reporter, luminescence, 24 h | Potency, µM (titrated, usually from 92.2 µM), for the others: at the top dose activity change, positive = activation, actives largely listed as activators | hit rate 0.063% among 320,000; also: potency is read from the fitted curve at half-maximal effect; % of control where 0% means no effect; nearly all actives have a fitted effect of over 45% in size
#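 p53-null H1299 cells stably carrying temperature-sensitive p53-A138V and a BP100-luciferase reporter were pinned with compounds (4-point, 1:5 series) and held 24 hrs at 37 deg C. Luminescence was read 10 min after detection reagent.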
# BRCA1 expr act: activators of BRCA1 expression; MCF7-BRCA1-FFLuc reporter, luminescence, 48 h; response scale: scaled: vehicle 0%, 10 µM genistein 100%; hit rate 1.1% among 380,000; Potency, µM (series often up to 46.1 µM), without a hit: at the top dose activation, actives largely listed as activators; also: potency is read from the fitted curve at half-maximal effect; nearly all actives have a fitted effect of over 80% in size; some results filed as inactive show a strong effect at the top dose
#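 Cells: MCF7-BRCA1-FFLuc, 2000/well. Exposure: 48 h, 37 °C, 5% CO2. Read: luminescence, 15 min post-substrate. Controls: genistein 10 microM (maximal activation), DMSO (neutral).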
# Active calls of the source: *; ? = inconclusive; . = no result given; [ ] = remark or other dose. Unless noted, calls follow the shape of the dose curve; as a rule, active = well fitted curve in the direction sought with a large enough effect; inconclusive = small, poorly fitted or top-dose-only effect, or another doubt; inactive = no such curve, though single readings can be large; an effect the other way counts as inactive or inconclusive.
(1) CCN(CC)C(=O)[C@H]1CC(CC(=O)NC/C=C(\C)CCC=C(C)C)C(=O)N2CCc3c([nH]c4ccccc34)[C@]12C (stereo not given in full)
(2) Cc1nc2ccccc2n1C1CCN(CC(=O)Nc2ccccc2Br)CC1
(3) Cc1ccc(C(=O)NNC(=O)c2ccccc2O)cc1S(=O)(=O)N1CCCCC1
(4) NC(=O)[C@H]1CC2(CC(c3cccc(NC(=O)COc4ccc(Cl)cc4)c3)=NO2)CN1C(=O)c1ccc(Cl)cc1 (stereo not given in full)
(5) Cc1cc(C)c(-c2c(O)c3cnn(-c4ccccc4)c3[nH]c2=O)c(C)c1
(6) COc1cc(C(C)=O)ccc1OCC(O)CN1CCN(c2ccccn2)CC1 (stereo not given)
(7) CCOc1ccc(/C=C2/SC(=S)N(CCC(=O)Nc3ccc(C(=O)O)cc3)C2=O)cc1
(8) Cc1cc(C)n(-c2nnc(C)n2/N=C/c2cc(Br)ccc2OCc2ccccc2)n1
(9) O=C(NC(=S)Nc1ccc(Cc2ccncc2)cc1)c1ccccc1F
(10) COc1cc(NS(=O)(=O)c2c(C)[nH]c(C)c2C(=O)N2CCCCC2)cc(OC)c1OC
Screen / compound no.,1,2,3,4,5,6,7,8,9,10
B2AR arrestin,0.4%,-0.2%,-1.9%,0.2%,-1.1%,-0.8%,-0.3%,-0.4%,-0.3%,-0.2%
TRPV1 agonist,.,15,8,2,0,1,-5,?,?,-8
TSG101-PTAP inh,-12%,-7%,0%,0%,0%,0%,-14%,-6%,0%,-6%
CXXC DNA block,.,-2%,.,16%,1%,21%,-28%,0%,-12%,8%
a7 integrin act,-1%,-55%[inhibitor],0%,-41%[inhibitor],8%,7%,15%,-24%,-15%,14%
BRCA1 expr act,-69%,-42%,-59%,-69%,1%,-14%,-15%,-6%,-57%,23%
TCR activator,-5%,-3%,1%,-1%,-1%[46.1 µM],-5%,6%,-2%,-3%,1%
ELG1 DNA repair,?,?,-3%,?,1%,-5%,6%,?,?,-18%
p53 reactivator,-12%,-8%,4%,2%,2%,.,-13%,?,0%,17%
AT treatment,-26%,1%,-1%,32%,-1%,0%,-2%,-1%,9%,-10%

(11) COc1ccc(S(=O)(=O)N2CCN(c3ccc(F)cc3)CC2)cc1C(=O)N1CCCC1
(12) CS(=O)(=O)Nc1ccc(C2=NN(C(=O)c3cccc(F)c3)C(c3cccs3)C2)cc1 (stereo not given)
(13) O=c1[nH]c(-c2ccccc2)nc2sc(-c3ccccc3)cc12
(14) O=C1N=c2ccccc2=C1c1sc(NS(=O)(=O)c2ccccc2)nc1O
(15) Cc1cc(Nc2ccc(Br)cc2F)n2nc(C)nc2n1
(16) CC(NC(=O)c1ccccc1Br)c1nnc(SCC(=O)NC2=NCCS2)n1C (stereo not given)
(17) CCc1ccc2[nH]c(=O)c(CN(Cc3ccc4c(c3)OCO4)Cc3nnnn3C3CCCC3)cc2c1
(18) COc1ccc(OC)c(S(=O)(=O)Nc2ccc(C(C)=O)cc2)c1
(19) CCCCn1nc(C(=O)Nc2cc(C(F)(F)F)ccc2N2CCOCC2)ccc1=O
(20) COc1ccc(CCNC(=O)C2COc3ccccc3O2)cc1OC (stereo not given)
Screen / compound no.,11,12,13,14,15,16,17,18,19,20
B2AR arrestin,-0.2%,0.3%,0.2%,-1.1%,-0.5%,-0.2%,-0.2%,0.1%,-0.1%,.
TRPV1 agonist,3,-1,1,0,2,-1,21,-2,4,.
TSG101-PTAP inh,0%,-4%,-3%,-6%,-3%,-2%,-12%,-7%,-4%,-8%
CXXC DNA block,-2%,9%,1%,-12%,-5%,3%,5%,-1%,.,.
a7 integrin act,-12%,-22%,6%,0%,-3%,10%,-61%[inhibitor],-29%,-24%,12%
BRCA1 expr act,-28%,-25%,-18%,-6%,-1%,13%,-73%,-30%,-27%,-9%
TCR activator,-3%,-1%,-13%,4%,4%[46.1 µM],-4%,-2%,5%,-2%,7%
ELG1 DNA repair,-28%,16µM*,?,-3%,8%,1%,?,12%,?,.
p53 reactivator,-6%,-10%,14%,5%,-9%,0%,-17%,-8%,-10%,.
AT treatment,3%,-7%,-2%,-20%,-1%,2%,-2%,0%,-1%,.

# Entries above containing a thiophene ring, fused or not, in the order listed:
(12) CS(=O)(=O)Nc1ccc(C2=NN(C(=O)c3cccc(F)c3)C(c3cccs3)C2)cc1 (stereo not given)
(13) O=c1[nH]c(-c2ccccc2)nc2sc(-c3ccccc3)cc12
Screen / compound no.,12,13
B2AR arrestin,0.3%,0.2%
TRPV1 agonist,-1,1
TSG101-PTAP inh,-4%,-3%
CXXC DNA block,9%,1%
a7 integrin act,-22%,6%
BRCA1 expr act,-25%,-18%
TCR activator,-1%,-13%
ELG1 DNA repair,16µM*,?
p53 reactivator,-10%,14%
AT treatment,-7%,-2%

# Next section
(21) CC(C)CCN1CCN(Cc2nc3ccccc3s2)CC1CCO (stereo not given)
(22) COc1ccccc1N1CCN(CCCCOc2cccc3ccccc23)CC1
(23) CCn1c(NC(=O)c2ccc(C)cc2)c2ccccc2nc1=O
(24) OC(C1=CC(=Cc2ccncc2)c2ccccc21)c1ccncc1 (stereo not given)
(25) CCOc1cccc(/C(O)=C2/C(=O)C(=O)N(CCOC)C2c2ccncc2)c1 (stereo not given)
(26) CN1CCN(c2ccc(S(=O)(=O)N3CCCCC3)cc2NC(=O)c2cccc([N+](=O)[O-])c2)CC1
(27) COc1ccc(C(=O)NC2(C(F)(F)F)C(=O)N(Cc3ccco3)C3=C2C(=O)CC(C)(C)C3)cc1OC (stereo not given)
(28) O=C(NCc1ccc(F)cc1)C1CCCN(C(=O)NCc2ccccc2)C1 (stereo not given)
(29) CCCc1cc(=O)[nH]c(/N=C(/NC(=O)C(C)N2C(=O)c3ccccc3C2=O)Nc2ccccc2)n1 (stereo not given)
(30) O=C(Nc1ccc2[nH]ncc2c1)c1ccccc1Cl
Screen / compound no.,21,22,23,24,25,26,27,28,29,30
B2AR arrestin,0.3%,0.1%,-0.2%,.,-0.3%,-0.1%,-0.7%,-0.6%,-0.3%,0.3%
TRPV1 agonist,3,0,1,.,-1,-1,-1,6,0,0
TSG101-PTAP inh,-4%,-2%,-2%,-2%,-5%,-2%,-11%,-1%,-2%,-1%
CXXC DNA block,-7%,0%,16%,.,-19%,6%,0%,25%,14%,-1%
a7 integrin act,-7%,-47%[inhibitor],12%,-37%,0%,-61%[inhibitor],-9%,3%,-1%,-12%
BRCA1 expr act,-11%,-54%,-35%,-67%,-20%,-2%,0%,18%,1%,2.8µM*
TCR activator,-9%,4%[46.1 µM],6%,-11%,-7%,-1%,-13%,-4%,-20%,3%
ELG1 DNA repair,-5%,?,12%,.,2%,-19%,4%,-7%,-6%,?
p53 reactivator,-2%,1%,?,.,-5%,4%,0%,4%,-1%,.
AT treatment,5%,1%,-3%,.,1%,3%,1%,7%,5%,6%

(31) COc1ccc(N2CCN(CC(=O)Nc3sccc3C#N)CC2)cc1
(32) CC1CCCN(C(=O)Cn2c(=O)oc3cc(S(=O)(=O)N4CCCCC4C)ccc32)C1 (stereo not given)
(33) CC(O)(c1ccccc1)c1ccc2ccccc2n1 (stereo not given)
(34) Nc1ccc2c(c1)Nc1ccccc1CC2
(35) CC1=Nc2cccc3cccc(c23)N1C
(36) COc1ccc(N(CC(=O)Nc2ccccc2C(N)=O)S(=O)(=O)c2ccc(C)c([N+](=O)[O-])c2)cc1
(37) C/C(=N\Nc1ccc(F)cc1F)c1ccccc1O
(38) Cc1ccc(-c2nnc(SCC(=O)NNC(=O)COc3cccc(C)c3)n2C)cc1
(39) CCNC(=O)CCC(=O)Nc1cc(Cl)ccc1C
(40) CCN1CCC[C@H]1CNC(=O)c1c(O)c(Cl)cc(Cl)c1OC
Screen / compound no.,31,32,33,34,35,36,37,38,39,40
B2AR arrestin,1.2%,.,.,0.1%,-1.7%,-1.1%,0.1%,-0.4%,0.1%,-0.2%
TRPV1 agonist,5,.,.,2,-7,4,6,.,-2,0
TSG101-PTAP inh,0%,-2%,-4%,-3%,-1%,-3%,-1%,.,0%,3%
CXXC DNA block,?,.,.,1%,-18%,3%,4%,-2%,1%,?
a7 integrin act,-16%,-10%,-7%,-10%,-3%,40%,-20%,14%,-13%,.
BRCA1 expr act,-6%,0%,26%,-35%,60%,-21%,-27%,-36%,9%,4%
TCR activator,-1%[46.1 µM],1%,-10%,-5%,19%[46.1 µM],-7%,3%,.,1%,-2%
ELG1 DNA repair,?,.,.,16%,-3%,?,?,2%,7%,.
p53 reactivator,3%,.,.,8%,3%,5%,9%,-4%,-2%,.
AT treatment,4%,.,.,2%,.,-3%,8%,-1%,7%,.
